LGR2 inh: Drosophila LGR2 receptor signaling inhibition; HEK293 LGR2, CRE-luciferase, bursicon-stimulated, 4 h; inhibition, % at 9.99 µM; 380,000 tested, 0.35% active;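 active = drop in luminescence signal, shown as inhibition above about 50% in the replicate tests, limit read from the data, passing the limit was not always enough; inconclusive = probably only some replicates passing the limit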;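 also: agonist challenge used bursicon conditioned medium at about half maximal strength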
PglD DTNB: blocks C. jejuni PglD acetyltransferase activity. 360,000 tested, 0.098% active. inhibition, % at 12.5 µM. purified PglD enzyme, DTNB colorimetric CoA detection; in the data active = inhibition above about 16%, passing the limit was not always enough; inconclusive = no clear call, values can overlap the other calls; also: strong numbers were not always called active
ARNT TACC3 PPI: ARNT/TACC3 interaction disruption. AID 623870. Q9Y6A5. 390,000 tested, 0.66% active. inhibition, % at 9.99 µM. AlphaScreen His-ARNT PAS-B/GST-TACC3 binding, luminescence; TACC3 fragment carries E629A point mutation;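 active = mean inhibition of replicates at least 50% and at least half of replicates each reaching 50%; inconclusive = half or more replicates reach 50% but mean below 50%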;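 also: 0% = complete ARNT plus TACC3 wells and 100% = ARNT alone without TACC3; many hits fall short of the cut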
GSIS activator: GLuc luminescence reporter in INS-1E cells, primary screen for activators of glucose-dependent secretion of insulin; activation, % at 16.6 µM; INS-1E GLuc reporter insulin secretion, 2-3 h; AID 743287; 370,000 tested, 0.61% active;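 active = lowest replicate activation of at least 40%, so every replicate reaches that level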;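 also: 0% = median of neutral control wells and 100% = median of IBMX positive control wells; some compounds called inactive have numbers as strong as hits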
PAX8 reporter: PAX8 transcriptional activity inhibition; RMG-I TPO-luciferase reporter, SteadyGlo, 24 h; inhibition, % at 12.6 µM; 360,000 tested, 1.2% active; AID 652154;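 active = mean replicate inhibition at least 60% with every replicate also reaching 60%; inconclusive = only one of the two criteria is met; inactive = mean below 60% and not all replicates reaching 60%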;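 also: luciferase light reporting Pax8 driven TPO promoter activity; plate controls were median of neutral control wells for no effect and mitoxantrone controls for full effect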
C2C12 statin: protects C2C12 myotubes from simvastatin toxicity; AID 602340; 330,000 tested, 0.78% active; rescue of ATP level, % at 7.49 µM; ATP luminescence, 48 h; scaled: DMSO 0, geranylgeraniol control 100;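 active = mean ATP rescue above about 67%, or every replicate alone reaching that limit, limit read from the data, passing the limit was not always enough; inconclusive = no clear call, values can overlap the other calls; inactive = mean under the limit and some replicate under it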;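 also: myotubes were challenged with 10 µM simvastatin during compound exposure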
PGC1a acetyl inh: PGC1a acetylation modulation, inhibitor mode | U2OS PGC1a acetylation, AlphaScreen anti-acetyl-lysine; with virally co-expressed GCN5 acetyltransferase | inhibition, % at 15.6 µM | 350,000 tested, 0.17% active | AID 651687;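 active = every replicate shows inhibition of at least 40%; inconclusive = mean inhibition at least 40% but some replicate below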;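 also: 0% = neutral control wells and 100% = positive control wells; some results beyond the cut were filed as inactive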
Cneo AK release: Cryptococcus neoformans lysis via adenylate kinase release. 360,000 tested, 0.2% active. C. neoformans lysis, adenylate kinase release luminescence, 4 h; normalised: neutral wells 0, clomiphene wells 100. lysis activity, % at 15 µM;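 active = mean lysis activity across replicates of at least 80%, whatever share of replicates individually reach that level; inactive = mean lysis activity below 80%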
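Assay system: Cryptococcus neoformans yeast cells / Dosing: single-point compound dose / Timing: 4 h at 37 °C static, read 1 h later / Measured by: luminescence of released adenylate kinase using an AK detection reagent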
* hit, by the source's call; ? = inconclusive; · = not tested or not shown.

SMILES	LGR2 inh	PglD DTNB	ARNT TACC3 PPI	GSIS activator	PAX8 reporter	C2C12 statin	PGC1a acetyl inh	Cneo AK release
CC(CNC(=O)COC(=O)c1cccnc1Cl)c1ccccc1 (stereo not drawn)	8	-1	0	13	-5	0	·	1
O=C(CCn1cccn1)N1CCCC(N2CCN(c3cccc(Cl)c3)CC2)C1 (stereo not drawn)	6	0	-3	8	21	·	·	0
O=C(O)CCCCNCc1ccccc1	·	0	-1	·	·	9	4	0
O=C(COc1cccnc1[N+](=O)[O-])N1CCN(S(=O)(=O)c2ccc3ccccc3c2)CC1	6	·	8	8	-4	·	·	·
S=C(NC1CC1)SCc1ccco1	21	-2	-3	16	-15	9	18	2
O=C(CN1CCN(c2ccc(O)cc2)CC1)N(C1CC1)C1CCS(=O)(=O)C1 (stereo not drawn)	-15	-7	-4	-2	-13	0	7	-2
Cc1cc(C=C2C(=O)c3ccccc3C2=O)c(C)n1-c1ccc(C(=O)O)cc1	-42	·	11	0	-7	4	-4	·
O=C(C[C@H]1C[C@H]2c3cc(NS(=O)(=O)c4ccc(F)cc4)ccc3O[C@H]2[C@@H](CO)O1)NCc1cc(F)ccc1F	14	-1	-6	-11	·	9	1	35
CCCNC(=O)C1(C)CCCN(C(=O)Cc2cccc(OC)c2)C1 (stereo not drawn)	15	4	·	-2	3	10	-4	1
COc1ccc2c(c1)C(NC(C)=O)C(=O)N2CCc1ccccc1 (stereo not drawn)	12	·	0	6	13	·	3	·
CCN(CC(=O)Nc1c(F)cccc1F)C(=O)Cc1ccc2c(c1)CCC2	5	-1	6	-3	32	1	·	-1
COc1ccc(C(=O)Nc2ccc(S(=O)(=O)Nc3cc(C)nc(C)n3)cc2)cc1OC	-18	·	-3	-8	-3	·	-1	·
O=C(Nc1ccccc1)c1cc(-c2ccccc2Cl)no1	·	-2	-15	·	·	·	3	-11
O=[N+]([O-])c1cccc(COc2ccc(CN3CCCCC3)cc2)c1	-70	0	2	-2	-94	-5	-5	0
COC(=O)C1(O)CC(C(C)C)=NN1C(=O)c1ccccc1 (stereo not drawn)	-5	·	-4	8	3	·	·	·
Cc1ccccc1-c1cnc2c(c1)C(=O)N([C@@H](C)CO)C[C@H](C)[C@H](CN(C)Cc1cncnc1)O2	25	·	·	25	-3	21	9	·
CCOC(=O)C1(Cc2ccccc2)CCN(Cc2cccn2-c2cccnc2)CC1	-6	·	7	-21	7	·	·	·
CCC(C)NC(=O)C1c2ccccc2Oc2ccccc21 (stereo not drawn)	-5	·	-4	10	8	·	·	·
COCCNC(=O)c1cc(-c2ccccn2)nc2ccc(S(=O)(=O)N3CCC(C)CC3)cc12	8	-5	-4	12	-9	-6	4	0
COc1ccc2oc(C(=O)OC(C)C(=O)Nc3ccc(N4CCOCC4)cc3)c(C)c2c1 (stereo not drawn)	-15	-1	-6	-2	-12	-5	·	2
COc1cc(CNc2nnnn2C)ccc1OCc1c(F)cccc1Cl	1	·	11	-1	15	7	·	·
O=C(C[C@@H]1CC[C@@H]2[C@H](COC[C@H](O)CN2C(=O)Nc2cccc(Cl)c2)O1)NCCCN1CCOCC1	-11	-1	1	-24	-33	-20	5	-4
CC(CC1C(C#N)=C(N)SC(N)=C1C#N)c1ccccc1 (stereo not drawn)	·	-2	4	·	·	·	11	-1
CCC(CC)C(=O)Nc1cccc(S(=O)(=O)c2cccc(NC(=O)C(CC)CC)c2)c1	·	-5	1	·	5	-9	3	2
CC(C)CCNC(=O)c1cc2c(=O)n3ccccc3nc2s1	-20	5	1	7	-56	4	-8	3

Among those listed so far, 2 have a furan ring, fused or not:
SMILES	LGR2 inh	PglD DTNB	ARNT TACC3 PPI	GSIS activator	PAX8 reporter	C2C12 statin	PGC1a acetyl inh	Cneo AK release
S=C(NC1CC1)SCc1ccco1	21	-2	-3	16	-15	9	18	2
COc1ccc2oc(C(=O)OC(C)C(=O)Nc3ccc(N4CCOCC4)cc3)c(C)c2c1 (stereo not drawn)	-15	-1	-6	-2	-12	-5	·	2

Following part
SMILES	LGR2 inh	PglD DTNB	ARNT TACC3 PPI	GSIS activator	PAX8 reporter	C2C12 statin	PGC1a acetyl inh	Cneo AK release
CCN(CC(=O)Nc1ccc(NC(C)=O)cc1)C(=O)c1cc2c(s1)CCCCC2	-10	1	0	-12	18	15	7	-2
Cc1c(N(C)S(=O)(=O)c2cc(C(=O)N3CCCC3)ccc2Cl)c(=O)n(-c2ccccc2)n1C	0	0	1	-3	-2	-9	-1	3
COc1ccc(NC(C)=O)cc1NC(=O)CN1CCN(C(=O)c2ccco2)CC1	11	-1	-11	6	·	-1	-4	-2
C[C@@H]1CN([C@H](C)CO)C(=O)c2c(c3ccccc3n2C)-c2ccccc2CO[C@@H]1CN(C)S(=O)(=O)c1ccc([N+](=O)[O-])cc1	3	·	·	4	45	·	-35	·
COc1ccc(/C=N/NC(=O)C(=O)N2CCCC2)cc1	-40	0	·	2	-35	-2	2	-2
CC(C)(C)c1ccc(C(=O)c2c[nH]c(C(=O)NCc3ccco3)c2)cc1	·	-1	-14	·	·	-34	-21	-3
O=C(NCC1CCCO1)c1ccccc1NS(=O)(=O)c1cccs1 (stereo not drawn)	2	-7	-2	-3	-2	-24	-11	-2
CCOC(=O)C1CCN(C(=O)CN(c2ccc(OC)cc2)S(=O)(=O)c2c(C)noc2C)CC1	5	-3	-3	4	2	-6	6	1
COCCNC(=O)C(c1ccncc1)N(C(=O)c1sc(C)nc1C)c1cccc(C)c1 (stereo not drawn)	16	·	2	-3	-4	·	1	·
C[C@H](CO)N1C[C@H](C)[C@@H](CN(C)S(C)(=O)=O)Oc2ccc(NC(=O)NC3CCCCC3)cc2CC1=O	11	-1	-2	-5	-1	7	2	-4
COc1ccc(/C=N/n2c(SC)nnc(C(C)(C)C)c2=O)cc1OC	·	0	10	·	·	·	0	-1
COc1ccc(Cl)cc1S(=O)(=O)N(C)CC(=O)N1CCCC1	0	-7	-1	-8	-14	-14	·	-1
Cc1ccc(NC(=O)CN2C(=O)N/C(=C/c3ccc(C)o3)C2=O)cc1	·	3	-7	·	·	-4	-17	4
CCCCN(C(=O)C1CC(=O)N(Cc2ccc(C)cc2)C1)c1c(N)n(CC(C)C)c(=O)[nH]c1=O (stereo not drawn)	-2	·	-4	2	-2	·	·	3
Cc1nnc(C)n1/N=C/c1ccccc1	-3	-1	1	·	·	-13	-4	-1
CCN(CC)S(=O)(=O)N1CCC(C(=O)NCc2ccc3c(c2)OCO3)CC1	10	-5	-16	17	13	1	14	-1
COc1cccc(-n2c(SCc3c(C)noc3C)nnc2-c2cccc(S(=O)(=O)N(C)C)c2)c1	·	8	1	·	·	9	7	-1
CCC(Sc1nc2ccsc2c(=O)n1Cc1ccc(C(=O)O)cc1)C(=O)Nc1ccc(C)c(Cl)c1 (stereo not drawn)	-3	-2	-1	-2	16	5	-1	3
Cc1ccc(-c2cc(C(=O)N3CCOCC3)c3ccccc3n2)o1	-5	·	36	31	7	·	?	·
CCCCCCC(C)n1cc(C(C)=O)c(=O)n(C)c1=O (stereo not drawn)	18	·	-7	-5	21	·	·	·
Cn1c(SCC(=O)NCc2cccs2)nnc1-c1ccncc1	·	-3	-4	11	4	-11	-1	0
O=S(=O)(NCCc1ccccc1)c1ccc(Cl)nc1	-3	-3	-8	10	7	5	3	6
COc1ccc(CC(=O)OCC(=O)N2CCCc3ccccc32)cc1OC	-2	·	-26	111*	10	·	12	·
O=C(COC(=O)c1cc(S(=O)(=O)N2CCOCC2)ccc1Cl)Nc1ccc(Cl)cn1	12	4	·	-31	-11	-12	3	-4
C[C@@H]1CN([C@H](C)CO)C(=O)Cc2cc(N(C)C)ccc2O[C@H]1CN(C)C(=O)Nc1ccc(F)cc1	-1	0	-29	18	-8	-4	-1	-4
Next part:
SMILES	LGR2 inh	PglD DTNB	ARNT TACC3 PPI	GSIS activator	PAX8 reporter	C2C12 statin	PGC1a acetyl inh	Cneo AK release
O=C(COc1ccccc1F)Nc1ccc2c(c1)OCCO2	-46	·	-31	12	-160	-3	-15	·
COc1ccc(/C=C(/NC(=O)c2ccccc2)C(=O)N2CCCCC2)cc1OC	-11	-1	-6	19	21	?	·	0
CCc1ccccc1NC(=O)CNC(=O)CSC(=S)N1CCCC1	0	-6	2	11	-5	-1	3	3
c1cc2cc(CNc3nc(NCC4CC4)nc4ccsc34)ccc2o1	-17	5	·	·	27	-23	·	-1
N#Cc1ccccc1Sc1ccccc1C(=O)NCC(c1ccco1)N1CCCCC1 (stereo not drawn)	3	-1	5	4	12	1	4	0
COc1ccc(S(=O)(=O)NCCOc2ccc(Cl)cc2)cc1	4	-4	-8	-7	12	-7	12	4
O=C(/C=C/c1cccc([N+](=O)[O-])c1)OCC1CCCO1 (stereo not drawn)	·	4	-4	·	-7	-11	·	2
COCC#Cc1ccc([C@@H]2[C@H](CO)N3CCCCN(C(=O)CN(C)C)C[C@@H]23)cc1	-2	-3	8	18	-9	·	6	1
CC(=O)N1CC(=O)N2[C@H](C1)[C@H](c1ccc(-c3ccncc3)cc1)[C@@H]2CO	8	·	·	6	9	·	1	·
O=C(Nc1ccccc1Cl)C1CC(=O)N(c2ccccc2)C1 (stereo not drawn)	0	-6	-7	-3	9	·	8	0
CC(C)CC#Cc1cnc2c(c1)C(=O)N([C@@H](C)CO)C[C@@H](C)[C@H](CN(C)C(=O)Nc1ccccc1F)O2	-23	4	4	-6	·	·	2	19
C[C@@H]1CCCCO[C@H](CN(C)Cc2ccc3c(c2)OCO3)[C@@H](C)CN([C@@H](C)CO)C(=O)c2cc(NS(C)(=O)=O)ccc2O1	1	-5	·	-5	-42	25	2	5
O=C1CSc2cc(Cl)ccc2N1	-7	·	-16	5	16	3	3	·
COc1ccc(N(CC(=O)NC2CCCCC2)C(=O)c2ccc(C)s2)c(OC)c1	-8	4	1	-8	-5	11	·	0
CC(=O)NCCNC(=O)[C@H](Cc1ccccc1)NC(=O)c1cccs1	·	5	0	·	-3	3	·	4
Fc1ccc(CSc2ncnc3sc4c(c23)CCCC4)cc1	·	-2	-6	·	·	-6	1	-2
Cc1cc2oc(C(=O)Nc3ccc(S(=O)(=O)Nc4ncccn4)cc3)c(C)c2cc1Cl	-8	-1	-6	1	3	·	·	0
COc1ccc(C(=O)CCN2CCN(c3ccccc3F)CC2)cc1	-7	·	-1	10	78*	·	0	·
Cc1ccc(-c2ccc([C@H]3[C@H]4CN(C(=O)c5ccc(F)cc5)CCCCN4[C@H]3CO)cc2)cc1	32	5	11	-11	3	-2	-7	-1
COC(=O)C[C@H]1C[C@@H]2c3cc(NC(=O)c4cccnc4)ccc3O[C@@H]2[C@H](CO)O1	1	-1	-7	-9	5	3	-11	-3
C[C@H](CO)N1C[C@H](C)[C@@H](CN(C)C(=O)Cc2ccccn2)Oc2ncc(-c3ccncc3)cc2C1=O	1	-2	2	13	5	27	11	-3
C/C(=N\N1CCN(C)CC1)c1ccc(Cl)c(Cl)c1	19	·	-6	7	16	·	-10	·

Fetched by compound from the entries so far:
SMILES	LGR2 inh	PglD DTNB	ARNT TACC3 PPI	GSIS activator	PAX8 reporter	C2C12 statin	PGC1a acetyl inh	Cneo AK release
CC(=O)N1CC(=O)N2[C@H](C1)[C@H](c1ccc(-c3ccncc3)cc1)[C@@H]2CO	8	·	·	6	9	·	1	·
O=C1CSc2cc(Cl)ccc2N1	-7	·	-16	5	16	3	3	·
O=C(COc1ccccc1F)Nc1ccc2c(c1)OCCO2	-46	·	-31	12	-160	-3	-15	·
Fc1ccc(CSc2ncnc3sc4c(c23)CCCC4)cc1	·	-2	-6	·	·	-6	1	-2
